Bioassay records (PubChem BioAssay)
HTR5A inv ag: HTR5A inverse agonism, opioid heterodimer counter-screen; inhibition, % at 9.3 µM; HTR5A cell line, luminescence; hit rate 0.083% among 340,000; P47898; AID 504634; in the data active = inhibition mostly above about 23%, no sharp cut-off; inactive = mostly below about 18%;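 also: 0% = cells with DMSO and 100% = no-cell wells with DMSO; some compounds called inactive have numbers as strong as hits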
Mot1-301 SUMO: inhibitors of SUMOylation pathway: yeast Mot1-301 growth rescue. S. cerevisiae Mot1-301 growth rescue, ATP luminescence, 38.5C; percent above DMSO median, 100 means doubled. growth rescue, % at 18.8 µM. hit rate 1% among 320,000. AID 2716;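 active = every valid replicate shows activation above 250% relative to neutral control wells; inactive = the rest, any valid replicate at or below 250%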;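 also: OY570 slx delta 5 strain wells were the positive control but not used for scaling; some compounds called inactive have numbers as strong as hits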
E coli growth: reduces bacterial viability in AddAB counter-screen; hit rate 0.27% among 330,000; inhibition, % at 11.9 µM; E. coli V3065 growth, OD600 absorbance, 18 h;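 active = inhibition above the campaign's mean inhibition across all tested compounds plus 3 SD, cut at about 9.9% in these data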;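 also: uninfected addAB+ strain grown without phage in ampicillin broth; 0% = DMSO wells and 100% = ciprofloxacin 0.95 µg/ml wells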
MOR-DOR inv ag: inverse agonist of human OPRM1-OPRD1 heterodimerization. cell-based MOR-DOR heterodimer luminescence, inverse agonism. inhibition, % at 9.3 µM. hit rate 0.21% among 340,000. AID 504357; in the data active = inhibition above about 22%, passing the limit was not always enough;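 also: 0% = cells with DMSO and 100% = wells without cells with DMSO; values of inactives mirror those of a sister screen read the other way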
MOR-DOR ag: OPRM1-OPRD1 heterodimerization agonism; cells, luminescence; P35372+P41143; hit rate 0.3% among 340,000; activation, % at 9.3 µM; in the data active = activation above about 18%;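 also: 0% = vehicle-treated cells and 100% = reference agonist; values of inactives mirror those of a sister screen read the other way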
phage Ecoli inh: E. coli growth loss with phage present; growth absorbance; inhibition, % at 11.9 µM; hit rate 0.26% among 360,000; AID 651602; in the data active = inhibition above about 11%
Pemphigus Ab inh: inhibitors of pemphigus antibody binding to human desmoglein-3; AID 588358; P32926; hit rate 0.48% among 310,000; binding (percent of control), % at 10 µM; DSG3-coupled beads, scFv-anti-DSG3-GFP binding, flow cytometry; active compounds read low;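 active = binding more than 3 SD below its plate's average and above zero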;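 also: hits lower antibody fragment binding to DSG3; some compounds called inactive have numbers as strong as hits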
Target sequence (P32926 whole entry, looked up, the tested form may be a part): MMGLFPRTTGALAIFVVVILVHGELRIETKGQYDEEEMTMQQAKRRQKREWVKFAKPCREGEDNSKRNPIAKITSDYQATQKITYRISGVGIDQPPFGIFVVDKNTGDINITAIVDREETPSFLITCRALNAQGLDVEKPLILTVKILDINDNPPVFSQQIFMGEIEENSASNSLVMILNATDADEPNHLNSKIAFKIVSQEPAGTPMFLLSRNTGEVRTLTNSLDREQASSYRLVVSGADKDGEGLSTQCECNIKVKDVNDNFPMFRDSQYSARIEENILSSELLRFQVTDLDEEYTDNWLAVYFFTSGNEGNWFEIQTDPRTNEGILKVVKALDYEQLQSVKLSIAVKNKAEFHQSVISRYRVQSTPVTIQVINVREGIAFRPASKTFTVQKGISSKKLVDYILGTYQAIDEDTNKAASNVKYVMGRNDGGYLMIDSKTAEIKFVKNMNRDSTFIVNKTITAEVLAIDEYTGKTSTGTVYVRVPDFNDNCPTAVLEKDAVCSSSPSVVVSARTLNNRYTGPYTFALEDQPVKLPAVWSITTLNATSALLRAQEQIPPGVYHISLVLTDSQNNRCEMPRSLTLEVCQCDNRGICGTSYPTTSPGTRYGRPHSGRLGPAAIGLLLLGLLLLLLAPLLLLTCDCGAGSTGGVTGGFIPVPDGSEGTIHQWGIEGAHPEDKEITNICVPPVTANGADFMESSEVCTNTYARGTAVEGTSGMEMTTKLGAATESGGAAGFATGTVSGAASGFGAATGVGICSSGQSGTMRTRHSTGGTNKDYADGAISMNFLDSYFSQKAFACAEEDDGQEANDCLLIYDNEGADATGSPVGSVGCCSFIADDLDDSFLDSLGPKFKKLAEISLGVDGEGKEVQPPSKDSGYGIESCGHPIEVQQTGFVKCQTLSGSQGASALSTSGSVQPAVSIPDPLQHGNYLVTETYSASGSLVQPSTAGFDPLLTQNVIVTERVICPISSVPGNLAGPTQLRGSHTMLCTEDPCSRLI
PfHsp90 yeast 2: growth inhibition of yeast expressing Plasmodium Hsp90; hit rate 0.32% among 310,000; AID 504621; inhibition, % at 9.4 µM; S. cerevisiae expressing PfHsp90, BacTiter-Glo ATP, 48 h; yeast lacking PDR1 and PDR3 efflux regulators;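 active = every replicate shows inhibition above about 80%, whatever the replicate mean, limit read from the data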;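 also: 0% = DMSO neutral controls and 100% = 20 µM radicicol positive controls; yeast relying on Plasmodium falciparum Hsp90 in place of its own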
HTR5A ag: activates human HTR5A in OPRM1-OPRD1 agonist counter-screen. AID 504692. HTR5A agonist assay, luminescence, cell-based. activation, % at 9.3 µM. P47898. hit rate 0.61% among 340,000; in the data active = activation mostly above about 9.5%, no sharp cut-off; inactive = mostly below about 7.6%;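 also: 0% = cells with vehicle only and 100% = reference agonist; strong numbers were not always called active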
PKA-R1A act: activators of PKA-R1A complex. P00514+P68181. PKA-R1A dissociation, Cy5-IP20 fluorescence polarization; scaled: DMSO 0%, 113 µM cGMP 100%. activation, % at 11.4 µM. hit rate 0.083% among 340,000;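 active = percent activation above the mean of all tested compounds plus 3 SD, cut at about 19% in these data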;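 also: higher means more PKAc released from R1A so a rise in polarization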
AddAB inh: less growth of phage-infected E. coli with AddAB; hit rate 0.29% among 330,000; E. coli expressing H. pylori AddAB, absorbance growth; inhibition, % at 11.9 µM; in the data active = inhibition above about 12%;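 also: 0% = vehicle wells of infected cells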
Numbers without * were called inactive.

Screening CC(=O)c1cccc(S(=O)(=O)NC(C)C2CC3CCC2C3)c1 (stereo not given) returned HTR5A inv ag -15, Mot1-301 SUMO 2, E coli growth 1.1, MOR-DOR inv ag -10, MOR-DOR ag 1.3, phage Ecoli inh 1.1, Pemphigus Ab inh 105, PfHsp90 yeast 2 -9, HTR5A ag -1, PKA-R1A act -5 and AddAB inh 5.0.
Cc1nc2nc(C)c(NS(=O)(=O)c3ccc(Cl)s3)c(=O)n2[nH]1 was read as HTR5A inv ag 1, Mot1-301 SUMO -4, E coli growth -1.6, MOR-DOR inv ag 13, MOR-DOR ag -2.5, phage Ecoli inh -0.1, Pemphigus Ab inh 98, PfHsp90 yeast 2 -2, HTR5A ag 0, PKA-R1A act 4 and AddAB inh 6.2.
For C=CCNc1nc(NCc2ccccc2)c(C#N)c2c1CN(C)CC2 the results were HTR5A inv ag -32, Mot1-301 SUMO 1, E coli growth -1.2, MOR-DOR inv ag 7, MOR-DOR ag -1.3, phage Ecoli inh -0.5, Pemphigus Ab inh 99, PfHsp90 yeast 2 19, HTR5A ag -1, PKA-R1A act 5 and AddAB inh -0.1.
Screening Cc1nc2nc(-c3ccco3)nn2c(C)c1Cl returned HTR5A inv ag 0, Mot1-301 SUMO 2, E coli growth -1.3, MOR-DOR inv ag 8, MOR-DOR ag -1.8, phage Ecoli inh 0.1, Pemphigus Ab inh 105, PfHsp90 yeast 2 24, HTR5A ag 2, PKA-R1A act 4 and AddAB inh 2.6.
For CC(C)=C(C#N)c1nc2ccccc2s1 the results were HTR5A inv ag -5, Mot1-301 SUMO 18, E coli growth 0.1, MOR-DOR inv ag 6, MOR-DOR ag -1.0, phage Ecoli inh 0.3, Pemphigus Ab inh 127, PfHsp90 yeast 2 -13, HTR5A ag 9, PKA-R1A act 1 and AddAB inh 1.3.
Screening O=C(COC(=O)C1CCC(=O)N1)Nc1ccc(Oc2ccccc2)cc1 (stereo not given) returned HTR5A inv ag -3, Mot1-301 SUMO 25, E coli growth 1.4, MOR-DOR inv ag 17, MOR-DOR ag -3.3, phage Ecoli inh 4.3, Pemphigus Ab inh 106, PfHsp90 yeast 2 -30, HTR5A ag 1, PKA-R1A act -6 and AddAB inh 6.1.
CC(C)c1ccccc1NC(=O)COC(=O)c1ccc(Cl)c(S(=O)(=O)N2CCCCCC2)c1 was read as HTR5A inv ag 20, Mot1-301 SUMO 139, E coli growth -1.7, MOR-DOR inv ag -21, MOR-DOR ag 3.8, phage Ecoli inh 2.8, Pemphigus Ab inh 120, PfHsp90 yeast 2 2, HTR5A ag -3, PKA-R1A act -2 and AddAB inh 0.8.
For CC(SCC(=O)Nc1ccccc1)c1nc2ccccc2c(=O)[nH]1 (stereo not given) the results were HTR5A inv ag -2, Mot1-301 SUMO 7, E coli growth 2.4, MOR-DOR inv ag 7, MOR-DOR ag -1.4, phage Ecoli inh 0.9, Pemphigus Ab inh 104, PfHsp90 yeast 2 -8, HTR5A ag 1, PKA-R1A act -2 and AddAB inh 2.3.
For CC(C)(C)C(=O)O/N=C(\N)c1ccc(-c2csnn2)cc1 the results were HTR5A inv ag -13, Mot1-301 SUMO 19, E coli growth 0.8, MOR-DOR inv ag -24, MOR-DOR ag 4.9, phage Ecoli inh 0.5, PfHsp90 yeast 2 15, HTR5A ag 5, PKA-R1A act -2 and AddAB inh 4.4.
For CC(=O)Nc1ccc(C)cc1 the results were HTR5A inv ag -7, Mot1-301 SUMO 138, E coli growth 0.9, MOR-DOR inv ag 11, MOR-DOR ag -2.1, phage Ecoli inh 1.2, Pemphigus Ab inh 102, PfHsp90 yeast 2 -8, HTR5A ag 2, PKA-R1A act -4 and AddAB inh 1.4.
For Nc1ccc(Br)cc1C(NCC(=O)O)c1ccccc1 (stereo not given) the results were Mot1-301 SUMO 65, E coli growth 1.2, phage Ecoli inh 4.0, Pemphigus Ab inh 101, PfHsp90 yeast 2 -21 and AddAB inh 4.6.
`O=C(NC1CCS(=O)(=O)C1)c1cccc(S(=O)(=O)N2CCOCC2)c1` (stereo not given) gave HTR5A inv ag 11, Mot1-301 SUMO -28, E coli growth 0.2, MOR-DOR inv ag 12, MOR-DOR ag -2.0, phage Ecoli inh 0.8, Pemphigus Ab inh 102, PfHsp90 yeast 2 17, HTR5A ag -4, PKA-R1A act 12 and AddAB inh 0.8.
`CCOc1ccc(C(=O)C(c2ccccc2)N2CCOCC2)cc1` (stereo not given) gave HTR5A inv ag 4, Mot1-301 SUMO -15, E coli growth 0.8, MOR-DOR inv ag 7, MOR-DOR ag -1.3, phage Ecoli inh 3.1, Pemphigus Ab inh 106, PfHsp90 yeast 2 6, HTR5A ag -1, PKA-R1A act 6 and AddAB inh 4.1.
CC1Nc2ncnc(N3CCN(c4ccccc4)CC3)c2N(Cc2ccc(Br)cc2)C1=O (stereo not given) was read as HTR5A inv ag 69*, Mot1-301 SUMO -26, E coli growth 2.1, MOR-DOR inv ag 71*, MOR-DOR ag -13, phage Ecoli inh 1.0, Pemphigus Ab inh 106, PfHsp90 yeast 2 -30, HTR5A ag -25, PKA-R1A act -2 and AddAB inh 3.6.
COc1ccc2nc(SC)c(C#N)cc2c1 was read as HTR5A inv ag -27, Mot1-301 SUMO 133, E coli growth -0.1, MOR-DOR inv ag -10, MOR-DOR ag 2.1, phage Ecoli inh 0.5, PfHsp90 yeast 2 -13, HTR5A ag -1, PKA-R1A act 1 and AddAB inh 4.1.
For Nc1ccc(Oc2ccc3nc(-c4ccccc4)c(-c4ccc([N+](=O)[O-])cc4)nc3c2)cc1 the results were HTR5A inv ag 20, Mot1-301 SUMO -12, E coli growth -0.2, MOR-DOR inv ag -11, MOR-DOR ag 2.4, phage Ecoli inh 0.9, Pemphigus Ab inh 98, PfHsp90 yeast 2 -21, HTR5A ag 5, PKA-R1A act -4 and AddAB inh 2.8.
CN(C)S(=O)(=O)c1ccc(S(=O)(=O)NC2CCOC(C)(C)C2)cc1 (stereo not given) was read as HTR5A inv ag -3, Mot1-301 SUMO 5, E coli growth -0.2, MOR-DOR inv ag 14, MOR-DOR ag -2.5, phage Ecoli inh -0.6, Pemphigus Ab inh 100, PfHsp90 yeast 2 -1, HTR5A ag 1, PKA-R1A act -6 and AddAB inh 3.0.
CCN1C(=O)[C@H]2[C@@H](c3ccc(-c4ccc(Cl)c(Cl)c4)c(OC)c3)N[C@@](Cc3ccccc3)(C(=O)OC)[C@H]2C1=O was read as HTR5A inv ag 14, Mot1-301 SUMO -4, E coli growth -1.7, MOR-DOR inv ag 2, MOR-DOR ag -0.5, phage Ecoli inh 1.4, Pemphigus Ab inh 99, PfHsp90 yeast 2 -9, HTR5A ag 4, PKA-R1A act 13 and AddAB inh 2.5.
For O=C(NCC1CCN(Cc2ccccc2Cl)CC1)Nc1ccccc1F the results were HTR5A inv ag 5, Mot1-301 SUMO 606*, E coli growth -0.3, MOR-DOR inv ag 12, MOR-DOR ag -2.7, phage Ecoli inh -0.2, Pemphigus Ab inh 110, PfHsp90 yeast 2 -2, HTR5A ag -1, PKA-R1A act -4 and AddAB inh 1.7.
`COC(=O)C(CC(C)C)NC(=O)CNC(=O)c1ccccc1C` (stereo not given) gave HTR5A inv ag -3, Mot1-301 SUMO active, E coli growth -1.7, MOR-DOR inv ag 1, MOR-DOR ag -0.1, phage Ecoli inh -0.9, PfHsp90 yeast 2 -22, HTR5A ag 2, PKA-R1A act -3 and AddAB inh 1.8.
`CCc1ccccc1NC(=O)CN(C)C(=O)CSc1nc2cc(Cl)ccc2s1` gave HTR5A inv ag -3, Mot1-301 SUMO -7, E coli growth -0.1, MOR-DOR inv ag 2, MOR-DOR ag -0.3, phage Ecoli inh 2.6, Pemphigus Ab inh 101, PfHsp90 yeast 2 -16, HTR5A ag 1, PKA-R1A act 3 and AddAB inh 2.6.
Screening O=C1ON=C(c2ccccc2)/C1=C/c1cccnc1 returned HTR5A inv ag -23, MOR-DOR inv ag 10, MOR-DOR ag -1.9, phage Ecoli inh 1.0, Pemphigus Ab inh 105, PfHsp90 yeast 2 -48, HTR5A ag -1 and PKA-R1A act 2.
`CN(C)CCCNC(=O)C[C@H]1C[C@H](C(=O)N2CCCCC2)[C@@]2(CCc3ccccc3)c3[nH]c4ccc(Cl)cc4c3CCN2C1=O` gave HTR5A inv ag -9, E coli growth 0.0, MOR-DOR inv ag 7, MOR-DOR ag -1.4, phage Ecoli inh -1.7, Pemphigus Ab inh 104, PfHsp90 yeast 2 15, HTR5A ag 3, PKA-R1A act -11 and AddAB inh 0.4.
For COc1ccc2c(c1)c(C(=O)N/N=C/c1cccc(O)c1)c(C)n2C the results were HTR5A inv ag 3, Mot1-301 SUMO 0, E coli growth 1.3, MOR-DOR inv ag 8, MOR-DOR ag -1.4, phage Ecoli inh 3.6, Pemphigus Ab inh 89, PfHsp90 yeast 2 2, HTR5A ag -1, PKA-R1A act -3 and AddAB inh -1.0.
O=C(c1cc(-c2cccs2)nc2ccccc12)N1CCN(c2ccccc2O)CC1 was read as HTR5A inv ag -8, Mot1-301 SUMO 51, E coli growth 0.3, MOR-DOR inv ag -26, MOR-DOR ag 5.2, phage Ecoli inh 2.6, Pemphigus Ab inh 99, PfHsp90 yeast 2 -35, HTR5A ag 4, PKA-R1A act -6 and AddAB inh 0.2.
COc1ccc(Cl)cc1NC(=O)CN1CCC(n2nnc3ccccc32)CC1 was read as HTR5A inv ag -21, Mot1-301 SUMO -8, E coli growth -2.2, MOR-DOR inv ag 1, MOR-DOR ag -0.2, phage Ecoli inh 2.2, PfHsp90 yeast 2 -7, HTR5A ag 3, PKA-R1A act 1 and AddAB inh -2.2.
For Cc1nn(C(C)(C)C)c(C)c1/C=N/OC(=O)Nc1ccc(Cl)cc1 the results were HTR5A inv ag 10, Mot1-301 SUMO 5, E coli growth 3.4, MOR-DOR inv ag -13, MOR-DOR ag 2.6, phage Ecoli inh 1.8, Pemphigus Ab inh 122, PfHsp90 yeast 2 8, HTR5A ag 5, PKA-R1A act 0 and AddAB inh 2.7.
`COc1cccc(N2CCN(C(c3ccccn3)c3nnnn3C(C)(C)C)CC2)c1` (stereo not given) gave HTR5A inv ag -23, E coli growth -1.9, MOR-DOR inv ag 13, MOR-DOR ag -2.3, phage Ecoli inh 3.1, Pemphigus Ab inh 108, PfHsp90 yeast 2 -1, HTR5A ag 1, PKA-R1A act -8 and AddAB inh -1.0.
Screening CCc1nc(SCc2ccccn2)[nH]c(=O)c1C returned HTR5A inv ag 1, Mot1-301 SUMO -2, E coli growth 0.5, MOR-DOR inv ag 13, MOR-DOR ag -2.3, phage Ecoli inh 4.6, Pemphigus Ab inh 95, PfHsp90 yeast 2 29, HTR5A ag 0, PKA-R1A act 5 and AddAB inh 5.5.
